M. tuberculosis GlmU – inhibition of mycobacterial GlmU enzyme – biochemical, glucosamine-1-phosphate acetyltransferase (AID 1376) | M. tuberculosis GlmU acetyltransferase enzyme assay; higher % means a stronger effect | inhibition, %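 (tested at 30 µM in the primary screen)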, or IC50 in µM where a hit was titrated | 0.25% of 220,000 active; in the data active means inhibition above about 13%; inconclusive means no clear call, values can overlap the other calls;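 further: 0% = complete reaction with vehicle and 100% = reaction without substrate; strong numbers were not always called active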
Mtb RmlCD inh – blocks M. tuberculosis RmlC and RmlD coupled enzymes; 0.03% of 160,000 active; P9WH09+P9WH11; inhibition, % at 3.6 µM; RmlC+RmlD coupled enzyme assay, percent inhibition; primary screen in compound mixtures; AID 1533; in the data active means inhibition mostly above about 34%, no sharp cut-off; inconclusive means no clear call, values can overlap the other calls; inactive means mostly below about 22%; further: some results filed as inactive read as strong as hits
Target sequence (P9WH09 whole entry, looked up): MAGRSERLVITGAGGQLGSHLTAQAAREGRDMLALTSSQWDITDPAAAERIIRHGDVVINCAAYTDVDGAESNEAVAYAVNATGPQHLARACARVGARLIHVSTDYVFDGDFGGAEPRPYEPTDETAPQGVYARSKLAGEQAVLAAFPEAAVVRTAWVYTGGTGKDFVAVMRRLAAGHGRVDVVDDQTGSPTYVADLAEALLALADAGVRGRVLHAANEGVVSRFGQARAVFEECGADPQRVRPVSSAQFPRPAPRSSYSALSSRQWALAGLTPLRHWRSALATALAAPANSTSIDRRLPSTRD
Target sequence (P9WH11 whole entry, looked up): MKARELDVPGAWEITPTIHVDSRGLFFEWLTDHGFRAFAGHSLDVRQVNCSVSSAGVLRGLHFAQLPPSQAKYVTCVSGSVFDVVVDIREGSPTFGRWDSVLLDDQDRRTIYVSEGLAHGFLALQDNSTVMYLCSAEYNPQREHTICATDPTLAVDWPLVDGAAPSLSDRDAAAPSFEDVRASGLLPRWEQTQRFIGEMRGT
An asterisk follows results filed as active; ? = inconclusive; / = not tested or not shown.

Second line of a record – M. tuberculosis GlmU	Mtb RmlCD inh
- COc1ccc(OCCSCc2nnc(NC(=O)Nc3ccc(Cl)cc3)s2)cc1
    1.9%	3
- CN(C)C(=O)/C(C#N)=C\c1cc(Br)c(Sc2ccc(Cl)cc2)o1
    -1.0%	-12
- Cc1ccc(C(N)=Nc2ccccc2)cc1
    1.3%	-9
- CCn1c(C2CC(=O)N(c3cc(C)cc(C)c3)C2)nc2ccccc21 (stereo not given)
    0.8%	/
- Cc1ccc(O)c(N=Cc2sc3ccccc3c2Cl)c1
    3.2%	/
- CCCOC(=O)C1=C(C)NC2=C(C(=O)C(C(=O)OC)C(C)C2)C1c1ccc(N(CC)CC)cc1 (stereo not given)
    2.2%	/
- Cc1cc(C)nc(N(C#N)Cc2ccccc2C)n1
    4.4%	2
- COc1ccc(OC)c(C2CC(=O)c3c([nH]c(C(=O)OC(C)C)c3C)C2)c1 (stereo not given)
    1.7%	9
- Cc1ccc(CCN2CC(C(=O)N3CCN(c4ccc(F)cc4)CC3)CC2=O)cc1 (stereo not given)
    3.5%	/
- C[N+]1(CN2C(=O)C3C4C=CC(C4)C3C2=O)CCCCC1 (stereo not given)
    3.2%	/
- CCc1nnc(NC(=O)CSc2nnc(-c3cccnc3)n2CCc2ccccc2)s1
    5.3%	5
- CCOCCn1c(CN2CCN(CCO)CC2)nc2c1c(=O)n(C)c(=O)n2C
    -1.9%	/
- CCOC12CC(C)(C)CC(C)(CC3=C1C(=O)CC(C)(C)C3)C2 (stereo not given)
    1.0%	-2
- COc1ccc(CC(=O)NCc2ccc3c(c2)cc(C)n3C)cc1OC
    -4.4%	-9
- O=C(CSCc1cnn(-c2ccccc2)c1-n1cccc1)NCc1cccnc1
    6.8%	6
- Cn1c(=O)[nH]c(=O)c2c1nc(NC1CCCCC1)n2Cc1ccccc1
    -1.4%	24
- Cc1cc(-c2ccccc2C(=O)Nc2ccccc2O)on1
    -2.8%	-8
- c1ccc(-c2nccc(-c3ccc4c(c3)OCO4)n2)cc1
    0.6%	-12
- CCn1nc2cc(C(=O)NCc3cc(C(F)(F)F)cc(C(F)(F)F)c3)ccc2c1OC
    0.1%	/
- Cn1nc(-c2ccc(Cl)cc2)c2cc(C(=O)N3CCOCC3)sc21
    1.0%	22
- CCC1=NN(C(=O)C(=O)Nc2ccccc2OC)C(O)(C(F)(F)F)C1 (stereo not given)
    6.7%	-11
- COc1ccc(N=c2scc(-c3ccc(OC)cc3)n2CCO)cc1
    -0.2%	/
- O=C1CSC(=S)N1CC1CCCO1 (stereo not given)
    -0.2%	11
- O=C(Nc1ccc(S(=O)(=O)NCCc2ccccc2)cc1)c1ccco1
    5.1%	/
- Cc1ccc(OC(=O)c2cc(C)nn2C(C)(C)C)cc1
    -1.0%	-6
- Cc1ccc(S(=O)(=O)N2CCCCC2C(=O)N2CCN(Cc3ccccc3)CC2)cc1 (stereo not given)
    -2.4%	14
- O=C(CN(c1ccc(Cl)c(C(F)(F)F)c1)S(=O)(=O)c1ccccc1)N1CCOCC1
    6.2%	?
- Cc1nc2n(n1)C(c1ccccc1)C1=C(CC(c3ccco3)CC1=O)N2 (stereo not given)
    -2.6%	-4
- Cc1ccc(C)c(Oc2nnnn2-c2ccccc2)c1
    -6.0%	/
- Cc1ccc(SCCNS(=O)(=O)c2ccc(F)cc2)cc1
    3.9%	-6
- N/C(=N\OS(=O)(=O)c1ccc(Cl)cc1)c1cccnc1
    -0.3%	-6
- Cc1ccc(-n2cc(CNC(C)Cn3cncn3)c(-c3ccc(F)cc3)n2)cc1 (stereo not given)
    -4.7%	-4
- CCCS(=O)(=O)n1nc(-c2ccc(Br)cc2)cc1N
    9.0%	-12
- Clc1cccc(Cl)c1-c1noc(CN2CCOCC2)n1
    -1.5%	19
- Cc1ccc(N2CCN(/N=C/C(Cl)=C/c3ccccc3)CC2)cc1
    -1.4%	-5
- CC1(c2cnc(Nc3ccccc3)s2)CCC(=O)O1 (stereo not given)
    -5.4%	-7
- [O-][n+]1ccccc1SC/C=C/c1ccccc1
    -3.9%	7
- CN(C)c1nc(Oc2ccc(=O)n(-c3ccccc3)n2)nc(N2CCOCC2)n1
    5.4%	/
- CC1CCN(CCCNC(=O)c2ccc3c(=O)n(Cc4ccc(Cl)cc4)c(=S)[nH]c3c2)CC1
    -4.5%	5
- COc1ccc(C)cc1NC(=O)c1cnc2sccn2c1=O
    -3.8%	/
- CCCOC(=O)CC1C(=O)NCCN1Cc1ccccc1C (stereo not given)
    -0.9%	/
- CC1(c2nnc(Cc3ccccc3)o2)CC(c2ccc(F)cc2)=NO1 (stereo not given)
    -1.3%	/
- COc1ccc(/C=C2\SC(N3CCc4ccccc4C3)=NC2=O)cc1OC
    2.8%	6
- O=C(NCCN1CCOCC1)c1ccc(Cl)c(S(=O)(=O)N2CCCCCC2)c1
    0.7%	/
- COc1ccc(/C=C/CN2CCCC(CCC(=O)NCc3ccc(F)c(F)c3)C2)cc1 (stereo not given)
    -0.1%	25
- Nc1cc(C(F)(F)F)cc2c1SCC(=O)N2
    1.2%	-5
- CCn1c(CSc2nnc3ccccn23)nc2cc(C(=O)O)ccc21
    8.9%	3
- CC(=O)c1sc(Nc2ccc(C)cc2)nc1C
    5.6%	10
- COc1ccc(-c2ccc(C(=S)N3CCN(C(C)=O)CC3)o2)cc1
    -0.8%	-7
- COc1ccccc1NC(=O)CSc1nnc(-c2ccoc2C)n1CCc1ccccc1
    7.9%	8
- O=C(CSc1nc(-c2ccccc2)cc(C(F)(F)F)n1)NCCN1CCOCC1
    1.4%	11
- O=C(NCCc1cccc(Cl)c1)c1ccc(Cl)c([N+](=O)[O-])c1
    -4.3%	8
- CCOC(=O)CNc1ncc([N+](=O)[O-])cc1C#N
    -5.5%	8
- CCOC(=O)c1ccc(OCc2c(C)noc2C)cc1
    2.5%	10
- COc1ccccc1-c1nnc2sc(-c3cc4ccccc4o3)nn12
    /	-7
- COC(=O)c1c(C)oc(C)c1S(=O)(=O)NC(c1ccccc1)c1ccccc1
    -0.1%	-9
- Oc1nc(Nc2ccc(Cl)cc2Cl)sc1/C=C1\C=Nc2ccccc21
    0.7%	0
- Cc1csc(SCc2nnc(-c3ccccc3Br)o2)n1
    7.7%	2
- CCCC(=O)Nc1nc(-c2ccccc2)c(CC)s1
    -2.4%	-5
- CSc1cccc(NC(=S)N2CCCN(Cc3ccccc3F)C2)c1
    -1.7%	1

Part of the list above, with each value named:
CCOC(=O)c1ccc(OCc2c(C)noc2C)cc1
  M. tuberculosis GlmU: 2.5%	Mtb RmlCD inh: 10
COc1ccccc1-c1nnc2sc(-c3cc4ccccc4o3)nn12
  M. tuberculosis GlmU: /	Mtb RmlCD inh: -7
COC(=O)c1c(C)oc(C)c1S(=O)(=O)NC(c1ccccc1)c1ccccc1
  M. tuberculosis GlmU: -0.1%	Mtb RmlCD inh: -9
Oc1nc(Nc2ccc(Cl)cc2Cl)sc1/C=C1\C=Nc2ccccc21
  M. tuberculosis GlmU: 0.7%	Mtb RmlCD inh: 0

(cont.)
Second line of a record – M. tuberculosis GlmU	Mtb RmlCD inh
- CNc1cc(Cl)nc(SC)n1
    -0.7%	-8
- CCCCCC(=O)N/N=C/c1ccccc1[N+](=O)[O-]
    -0.9%	0
- CCOCC(=O)N1CCCC(C(=O)OCC)C1 (stereo not given)
    -1.1%	/
- CS(=O)(=O)N1CCN(c2ccc(C(=O)NC34CC5CC(CC(C5)C3)C4)cc2[N+](=O)[O-])CC1
    -5.1%	/
- O=c1c2ccccc2n(Cc2ccccc2F)c(=O)n1Cc1ccccc1F
    4.6%	23
- CSc1ccccc1NC(=O)CSCc1ccc(C)cc1
    1.6%	-4
- Cc1ccc(C(C(=O)NC(C)(C)C)N(C(=O)c2csnn2)C2CC2)cc1 (stereo not given)
    3.5%	/
- CC(C)(C)OC(=O)NCCc1n[nH]c(=S)o1
    3.4%	20
- COc1ccc(-c2nc(NC(=O)CCNC(=O)c3ccco3)sc2C)cc1
    -2.4%	-1
- O=c1c2ccccc2c(/C=N/n2cnnc2)c(O)n1-c1ccccc1F
    8.0%	8
- O=C(O)COCC(=O)Nc1ccc(Oc2ncnc3cc(Cl)ccc23)nc1
    2.7%	-5
- CN(C)S(=O)(=O)N1CCN(c2ccccc2)CC1
    3.7%	-10
- O=C(c1coc(=O)c(Br)c1)N1CCC(C(O)(c2ccccc2)c2ccccc2)CC1
    -1.1%	8
- Cc1ccc(C(=O)N2CCCCCC2)cc1Br
    1.8%	/
- COc1nc(Oc2ccc(=O)[nH]n2)nc(N2CCOCC2)n1
    -0.1%	5
- O=C(Nc1ccccc1)N1CCCc2ccccc21
    -4.2%	-8
- CCc1ccc(NC(=S)NC(=O)c2c(-c3ccccc3Cl)noc2C)cc1
    4.9%	-2
- Cn1c(N)c(C#N)c2c(c1=S)COC(C)(C)C2
    /	8
- O=C(CN(c1ccccc1)S(=O)(=O)c1ccccc1[N+](=O)[O-])NN=C1CCCCCCC1
    6.9%	/
- Cn1c(SCc2ccc(C#N)cc2Cl)nc2ccccc21
    -1.4%	/
- CCn1c(=NC(=O)CSCC(=O)Nc2nccs2)sc2ccccc21
    -2.7%	15
- Nc1nc(COc2ccccc2C=O)nc(Nc2ccccc2)n1
    -0.3%	-9
- CNC(=S)Nc1ccc(Br)cc1
    3.6%	-12
- COC(=O)C1=C(C(=O)OC)[C@@H]2N(C)c3ccc(OC)cc3[C@@]23C[C@@H](C(=O)OC)N(S(=O)(=O)c2ccc([N+](=O)[O-])cc2)C3=N1
    3.6%	13
- Cc1cccc(C(=O)NC(NC(=S)Nc2ccc(S(N)(=O)=O)cc2)C(Cl)(Cl)Cl)c1 (stereo not given)
    -4.6%	-7
- Cc1ccc(-c2nnc(N3CCN(C(=O)COc4ccccc4)CC3)c3ccccc23)cc1
    5.5%	-4
- COC(=O)Nc1ccc([N+](=O)[O-])cc1OC
    -1.8%	-6
- C=CCC(Nc1ccco1)c1ccccc1 (stereo not given)
    -2.8%	/
- COc1ccccc1C/C(N)=N/OC(=O)c1ccco1
    3.5%	53
- CC(C)C(=O)NNC(=O)c1cc2sccc2s1
    -0.9%	-9
- Nn1c(SCC(=O)Nc2nc3ccccc3s2)nncc1=O
    7.9%	-4
- C[C@H](NC(=O)c1nc[nH]c1C(=O)N[C@@H](CCCCNC(=O)OC(C)(C)C)C(=O)OC(C)(C)C)c1ccccc1
    2.7%	/
- COc1cc(C2=NOC(C(=O)Nc3cc(C)on3)C2)cc(OC)c1OC (stereo not given)
    3.0%	/
- CCN(CC)S(=O)(=O)c1ccc(Cl)c(NC(=O)COC(=O)c2cc(-c3ccccc3Cl)nc3ccccc23)c1
    -4.1%	/
- Brc1cccc(OCCCCN2CCCCC2)c1
    1.3%	-5
- COCCn1c(=O)[nH]c(=O)c2c(C(F)(F)F)cc(-c3cccs3)nc21
    -3.1%	14
- CCNc1nc(NCC)n2c(SCC(=O)N(CC)C3CCCCC3)nnc2n1
    2.5%	/
- CCn1c(CCNC(=O)c2ccc(Cl)cc2Cl)n[nH]c1=S
    3.3%	-7
- COc1ccc(S(=O)(=O)N(C)CC(=O)N2CCC(C)CC2)cc1Cl
    -5.3%	/
- Nc1c(O)ccc2c1C(=O)c1ccccc1C2=O
    -1.0%	24
- CC1CCC(C(C)C)C2=C1C(C#N)(C#N)C(C#N)(C#N)C(c1ccccc1)N2 (stereo not given)
    -2.2%	-10
- O=C(/C=C/c1ccccc1)N/C(=C\c1ccco1)C(=O)NCCO
    -3.1%	74
- Cc1ccc(OC(=O)c2cccc(S(=O)(=O)N(C)C)c2)c(-n2nc3ccccc3n2)c1
    -6.5%	/
- CC(C)C[C@@H](CN(C)N=O)N(C[C@H](Cc1ccccc1)N(CCc1ccccc1)N=O)N=O
    -1.6%	/
- CCn1c(CCNC(=O)c2ccc(OC)c(OC)c2)nc2ccccc21
    2.1%	-3
- COc1nnc(-c2ccc(N3CCOCC3)c(NC(C)=O)c2)c2ccccc12
    1.0%	-9
- Cc1cccc(-n2c(-c3ccc([N+](=O)[O-])cc3)nc3ccccc3c2=O)c1
    2.6%	-3
- O=C(Nc1cccc(OCC(=O)N2CCOCC2)c1)C1CCCCC1
    -0.9%	2
- CSc1nc(-c2ccccc2)nc(NC(=O)C(C)C)c1C(C)=O
    2.0%	-11
- CCc1ccc(S(=O)(=O)NCc2csc(C)n2)s1
    2.8%	/
- COC(=O)c1ccc(/C=N/NC(=O)C(=O)NCc2ccccc2)cc1
    -3.6%	5
- Nc1nc2n(n1)C(c1ccco1)CC(c1ccc(F)cc1)N2 (stereo not given)
    3.7%	15
- Cc1ccc(Nc2nnc(SCC(=O)Nc3ccc(S(=O)(=O)N4CCOCC4)cc3)s2)cc1
    1.5%	1
- COc1ccc(/C=N/NC(=O)CN(C2=NS(=O)(=O)c3ccccc32)c2ccccc2)cc1
    0.5%	1
- Cc1c(Br)c(C(F)(F)F)nn1CC(=O)NCc1ccco1
    2.5%	-7
- CC(C)N1CCC(N2CCN(C3CCCCC3)CC2CCO)CC1 (stereo not given)
    1.4%	-2
- Cc1ccc(C(=O)N2CCN(c3ccccc3)CC2)cc1S(=O)(=O)N1CCCC1
    -1.2%	/
- Cc1cc(C)c(S(=O)(=O)NCC2CCC(C(=O)N3CCC4(CC3)OCCO4)CC2)c(C)c1 (stereo not given)
    1.4%	/
- O=C(COC(=O)c1ccccc1O)Nc1cccc(S(=O)(=O)NC2=NCCCCC2)c1
    6.0%	-9

Compound activity from PubChem BioAssay.

These rows are one share of the data; the hit share may differ from the screen's.
